# Source: PubChem BioAssay
# APE1 inh: inhibitors of human APE1 endonuclease; P27695; recombinant APE1, TAMRA/BHQ-2 abasic DNA cleavage fluorescence; Potency, µM (series often up to 65.8 µM), inactives show at the highest dose activity change, negative = inhibition, usual class: inhibitors; 350,000 tested, 0.35% active; AID 2517;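 note: potency is the fitted concentration of half-maximal effect; plate controls were vehicle for no effect and reference inhibitor for full effect; nearly all actives have a fitted effect of over 55% in size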
#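 Step 1: APE1 (0.75 nM) with compound, 15 min RT. Step 2: add 50 nM fluorophore/quencher THF duplex. Step 3: three fluorescence reads 60 s apart (525/598 nm); read 3 minus read 1 = reaction progress.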
# RGS4 inhibitor: inhibitors of human regulator of G protein signaling 4; Potency, µM (series often up to 114 µM), for inactives: top-dose activity change, negative = inhibition, hits mostly inhibitors; AID 504845; 390,000 tested, 0.039% active; Transcreener GDP fluorescence polarization, RGS4-accelerated GTP hydrolysis; note: potency is the fitted concentration of half-maximal effect; % is set by controls: 0 for no effect and ±100 for the full control effect; nearly all actives have a fitted effect of over 75% in size; some results filed as inactive show a strong effect at the top dose
# Target sequence (P49798 whole entry, looked up): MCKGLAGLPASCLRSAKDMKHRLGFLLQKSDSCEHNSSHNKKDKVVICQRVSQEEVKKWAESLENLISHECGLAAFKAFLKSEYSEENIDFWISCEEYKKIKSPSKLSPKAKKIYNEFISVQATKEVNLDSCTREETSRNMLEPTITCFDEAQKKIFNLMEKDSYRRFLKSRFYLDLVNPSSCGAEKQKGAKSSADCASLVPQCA
#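 MLSMR compounds (23 nl, pin-transferred) preincubated 10 min at room temperature with a 500nM (2x) first reagent, then RGS4 at 900nM (2x) plus Transcreener GDP mix added; fluorescence polarization (620/688 nm) read before and after 90 min at 30 °C.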
# LDHA block: inhibitors of human lactate dehydrogenase A | purified LDHA, NADH/diaphorase-resazurin fluorescence; stronger effect = lower value | activity change, % (values are at about 110 or 230 µM) | 480,000 tested, 0.15% active | AID 1347041; in the data active = activity change below about -30%; inconclusive = mostly about -25% to -30%;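 note: plate controls were DMSO wells for no effect and wells without enzyme for full effect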
#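 Remaining NADH was detected by diaphorase (0.133 mg/mL) converting 37 µM resazurin to fluorescent resorufin, read at 0 and 20 minutes. The preceding 5-minute room-temperature reaction used 2 nM LDHA, 0.2 mM sodium pyruvate and 0.06 mM NADH at pH 7.4.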
# ERG-DNA inh: blocks human ERG Ets domain binding to DNA | P11308 | fluorescence polarization, His-ERG Ets domain / labelled DNA | Potency, µM (top dose mostly 76.9 µM), inactives show top-dose FP activity, negative = inhibition, usual class: inhibitors | 370,000 tested, 0.028% active | AID 624246; active = well fitted inhibition curve with a large enough effect in the polarisation, with a control signal flat; inconclusive = small, poorly fitted or top-dose-only effect, or effect the other way, or a change in a side signal; inactive = no such curve, though single readings can be large or run the other way; the % refers to the polarisation;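 note: polarization taken with two DNA probes labelled with fluorescein and Texas red; potency is the fitted concentration of half-maximal effect; % of control where 0% means no effect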
#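 His-tagged ERG Ets domain (1 uM in the protein solution; 300mM KCl, 50mM Tris-HCl, 1mM EDTA, 1mM DTT, pH 7.5) received compound, then a probe mix of 5 nM fluorescein-DNA and 100nM Texas-615-DNA. Fluorescence polarization was read for both dyes.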
# POLH inh: inhibitors of human DNA polymerase eta; Q9Y253; Potency, µM (series often up to 114 µM), for the others: at the highest dose activity change, negative = inhibition, actives largely listed as inhibitors; 390,000 tested, 1.2% active; recombinant Pol eta, fluorescent DNA replication assay; note: potency is the fitted concentration of half-maximal effect; % is set by controls: 0 for no effect and ±100 for the full control effect
#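 Fluorescent replication assay: 50 nM final substrate added after a 15 min room-temperature compound preincubation with 10 nM enzyme. Signal taken at 0 min and again at 10 min.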
# Pol beta inh: DNA polymerase beta (human) inhibition; P06746; Pol beta primer extension/strand displacement, fluorescence kinetic; Potency, µM (series often up to 114 µM), inactives show at the top dose activity change, negative = inhibition, hits mostly inhibitors; 340,000 tested, 1.3% active; AID 485314; note: potency is the fitted concentration of half-maximal effect; % is set by controls: 0 for no effect and ±100 for the full control effect
#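 10 nM enzyme + cpd, 15 min RT; start with substrate 50 nM final; read 0 min and after 10 min RT. Corrected, normalized data; 4-parameter Hill curve fit.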
# 12-LOX inh: blocks human arachidonate 12S-lipoxygenase; P18054; purified 12hLO, xylenol orange hydroperoxide absorbance; Potency, µM (top dose mostly 108 µM), without a hit: at the top dose activity change, negative = inhibition, most hits filed as inhibitors; 580,000 tested, 1.1% active; note: potency is the fitted concentration of half-maximal effect; % is set by controls: 0 for no effect and ±100 for the full control effect
#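 Purified human 12hLO at 150 nM in 25 mM Hepes, 0.01% Triton X-100, pH 7.0, preincubated 15 min at room temperature with compound. Reaction started with 40 uM arachidonic acid, 30 min at room temperature. Hydroperoxide measured by Fe-xylenol orange, 573/405 nm absorbance ratio.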
# POLK inh: inhibitors of human DNA polymerase kappa; Q9UBT6; Potency, µM (doses to about 107 µM), for the others: at the highest dose activity, negative = inhibition, most hits filed as inhibitors; 400,000 tested, 0.53% active; purified Pol kappa, fluorescent DNA synthesis assay, 10 min; note: potency is the fitted concentration of half-maximal effect; % is set by controls: 0 for no effect and ±100 for the full control effect
# Target sequence (Q9UBT6 whole entry, looked up): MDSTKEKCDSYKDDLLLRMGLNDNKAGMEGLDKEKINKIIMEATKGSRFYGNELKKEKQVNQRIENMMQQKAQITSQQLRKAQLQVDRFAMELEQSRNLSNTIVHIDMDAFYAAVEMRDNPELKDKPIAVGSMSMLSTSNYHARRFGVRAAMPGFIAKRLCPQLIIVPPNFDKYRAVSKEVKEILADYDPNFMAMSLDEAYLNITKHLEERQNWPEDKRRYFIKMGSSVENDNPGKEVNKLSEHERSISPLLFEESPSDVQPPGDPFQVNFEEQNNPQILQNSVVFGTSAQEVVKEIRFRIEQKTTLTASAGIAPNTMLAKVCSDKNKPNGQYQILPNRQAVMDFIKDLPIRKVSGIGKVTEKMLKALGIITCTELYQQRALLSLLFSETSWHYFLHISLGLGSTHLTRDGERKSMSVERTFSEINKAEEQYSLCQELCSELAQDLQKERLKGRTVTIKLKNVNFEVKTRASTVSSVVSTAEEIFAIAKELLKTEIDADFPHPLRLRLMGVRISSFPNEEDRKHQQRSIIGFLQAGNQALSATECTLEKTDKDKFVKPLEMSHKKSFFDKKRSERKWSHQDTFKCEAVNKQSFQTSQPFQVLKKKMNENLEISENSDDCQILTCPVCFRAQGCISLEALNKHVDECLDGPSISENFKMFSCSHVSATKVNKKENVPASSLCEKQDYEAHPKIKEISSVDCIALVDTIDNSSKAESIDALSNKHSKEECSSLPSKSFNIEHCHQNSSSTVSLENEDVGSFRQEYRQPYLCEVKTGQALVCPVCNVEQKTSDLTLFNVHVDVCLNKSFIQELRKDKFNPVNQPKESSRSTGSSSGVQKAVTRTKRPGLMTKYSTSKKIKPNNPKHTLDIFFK
#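 Pol kappa 10 nM + cpd, 15 min RT; start w/ substrate 50 nM final; fluorescence kinetic read, 0 and 10 min. Neg ctrl: buffer, no enzyme.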
# Apoferritin bind: binds horse apoferritin like a general anesthetic. P02791. apoferritin/1-aminoanthracene competitive binding, fluorescence. Potency, µM (highest dose often 77.5 µM), for the others: top-dose activity change, negative = displacement, usual class: inhibitors. 350,000 tested, 0.074% active; note: potency is the fitted concentration of half-maximal effect; % is set by controls: 0 for no effect and ±100 for the full control effect; nearly all actives have a fitted effect of over 20% in size
#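 Probe: 1-aminoanthracene (50% saturated, PBS). Protein: horse-spleen apoferritin, 10 uM. Incubation: 10 min, room temperature. Detection: 380 nm excitation, 535 nm emission. Analysis: normalized response, four-parameter Hill.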
# Starred values were filed as active, the others as inactive; u = inconclusive; x = not tested or not shown; [ ] = another dose, or the depositor's remark. Unless noted, calls come from the whole dose curve; as a rule, active = well fitted curve in the direction sought with a large enough effect; inconclusive = small, poorly fitted or top-dose-only effect, or another doubt; inactive = no such curve, though single readings can be large; an effect the other way counts as inactive or inconclusive. Only part of the results is shown; count on the stated rates, not on these rows.
compound | RGS4 inhibitor | ERG-DNA inh | POLH inh | APE1 inh | Pol beta inh | Apoferritin bind | 12-LOX inh | POLK inh | LDHA block
Cc1ccccc1NC(=O)CCC(=O)N/N=C/c1cc([N+](=O)[O-])ccc1O | 8% | 10% | -10% | 2% | -1% | -31% | u | -9% | 8
COc1cc(/C=N/N2CCN(C3c4ccccc4-c4ccccc43)CC2)cc(OC)c1O | -19% | 0% | -24% | 3% | 0% | -10% | u | -8% | 5
Cc1nnc(C)c2c(C)n(C(c3ccccc3)c3ccccc3)c(C)c12 | 10% | 7% | 5% | u | -10% | 5% | 7% | -5% | 11
COC(=O)C1C(c2ccccc2)C=CC(c2ccccc2)C1C(=O)O (stereo not given) | 6%[56.9 µM] | 10% | -16% | 3% | 1% | 1% | 4% | 5% | -2
COc1cc(C(C)=O)ccc1OCC(=O)NCCCn1nc(C)cc1C | -7% | 9% | 2% | -10% | x | x | 1% | -13% | -5
COc1cccc(NC(=O)COc2ccc(S(=O)(=O)NC(C)C)cc2)c1 | -1% | -1% | -13% | 7% | -21% | -5% | 0% | -10% | -6
O=C1OC[C@@H]2CCCN2C(=O)[C@H](CC(=O)N(CCO)Cc2ccccc2)C/C=C\CC[C@@H]1Cc1ccc(F)cc1 | 12% | -11% | -11% | -12% | x | x | 0% | -14% | 2
COc1cc(OC)cc(-c2nc3nc(C)c(CCC(=O)Nc4ccc(C)cc4C)c(C)n3n2)c1 | -5% | -1% | -17% | x | 16% | 2% | 0% | 1% | 3
CCOc1ccc(N2CC(C(=O)Nc3ccccc3N3CCCC3)CC2=O)cc1 (stereo not given) | 1% | 10% | -3% | -7% | 11% | -11% | 7% | -6% | 4
Cc1ccc(C(=O)Nc2nc(C)c(C(=O)Nc3ccc4c(c3)CCC4)s2)cc1 | 16% | -3% | -19% | -2% | 0% | -9% | u | -9% | -2
COc1ccc(/C=C/CN2CCC(n3nccc3NC(=O)C3CCCC3)CC2)cc1 | -25% | 12% | -12% | -16% | 51% | -5% | 1% | -1% | 0
O=C(O)C1CC(=O)N(C2CCCCCC2)C1 (stereo not given) | -1% | 8% | -15% | -4% | u | 3% | 0% | -4% | -3
Cc1nnc(SCC(=O)c2ccc(S(=O)(=O)N3CCOCC3)cc2)n1-c1ccccc1 | u | 4% | 5% | -1% | 1% | -9% | u | 2% | -3
COc1ccc(-c2nnn(CC(=O)N(CC(=O)NCCC(C)C)c3ccccc3)n2)cc1OC | -7% | -8% | -15% | 7% | 18% | -21% | 6% | -2% | 1
Cc1cc(C)cc(NC(=O)CSc2nnc(-c3ccncc3)o2)c1 | -6% | 2% | -13% | -9% | x | x | 19% | -18% | -4
CCOC(=O)c1noc(C)c1C(=O)Nc1nc(C)cc(C)n1 | -24% | 1% | -3% | 1% | 20% | 0% | 1% | 5% | -1
O=c1c(Cc2c(F)cccc2Cl)c(O)ccn1C1CC1 | 19% | 2% | -21% | 5% | 37% | -5% | -4% | -15% | -4
CCOC(=O)N1CCN(C(=O)CN(Cc2ccccc2)S(C)(=O)=O)CC1 | 11% | 7% | -5% | u | -3% | 5% | 9% | -31% | 0
CN(C)S(=O)(=O)c1ccc(N2CCCC2)c(C(=O)N2CCN(S(=O)(=O)c3ccccc3F)CC2)c1 | -12% | -2% | -19% | -7% | x | x | -19% | -16% | -8
CN(CCC#N)C(=O)COC(=O)c1ccccc1OCc1ccccc1Cl | 7% | -8% | -18% | -4% | 7% | -5% | 19% | -9% | 1
CCNC(=O)N(C)C[C@H]1N[C@@](CC)(C(=O)OC)[C@H]2C(=O)N(C)C(=O)[C@@H]12 | -24% | -1% | -19% | 35% | x | x | u | 19% | 0
CC(=O)OCC=C1CCC2C3CCC4=CC(=O)CCC4(C)C3C(O)CC12C (stereo not given) | 18% | 12% | -11% | x | x | x | 3% | -10% | 1
O=C(COC(=O)/C=C/c1ccc([N+](=O)[O-])cc1)NCc1cccs1 | 14% | u | -22% | 29% | x | x | -9% | -2% | -17
COC(=O)c1cccc(N2CCCC2=O)c1 | 33% | 4% | 3% | 8% | -24% | -17% | 1% | 3% | -9
COc1ccc(-c2cn3c(n2)CCC3)cc1 | 2% | -9% | u | 11% | 31% | -10% | -30% | -5% | -1
Cc1cc(C(=O)OCC(=O)NC2CCCCC2C)c2ccccc2n1 (stereo not given) | 3% | 7% | -9% | -11% | x | x | -1% | 9% | -2
CC(=O)OC1COC(N2CCc3ccccc32)C(OC(C)=O)C1OC(C)=O (stereo not given) | 6% | 4% | -7% | -4% | u | 2% | -14% | -26% | -1
COc1cccc(CNC(=O)c2c(C)oc3nc(C)nc(N4CCOCC4)c23)c1 | -13% | -5% | 2% | x | 3% | -2% | 0% | -10% | -3
COc1cc(OC)cc(C(=O)NCc2n[nH]c(=S)n2-c2ccccc2)c1 | -24% | 4% | 8% | -7% | 15% | -1% | u | 5% | -7
CC(=O)NCCC(=O)Nc1cc(F)ccc1C | 13% | 1% | -27% | 0% | 28% | -3% | 18% | -10% | 3

# Ordered by the number under LDHA block (descending): some entries from above.
Structure	LDHA block
COc1cc(OC)cc(-c2nc3nc(C)c(CCC(=O)Nc4ccc(C)cc4C)c(C)n3n2)c1	3
O=C1OC[C@@H]2CCCN2C(=O)[C@H](CC(=O)N(CCO)Cc2ccccc2)C/C=C\CC[C@@H]1Cc1ccc(F)cc1	2
Cc1cc(C)cc(NC(=O)CSc2nnc(-c3ccncc3)o2)c1	-4

# Returning to the listing; the two compounds before the break are reprinted first.
compound | RGS4 inhibitor | ERG-DNA inh | POLH inh | APE1 inh | Pol beta inh | Apoferritin bind | 12-LOX inh | POLK inh | LDHA block
COc1cc(OC)cc(C(=O)NCc2n[nH]c(=S)n2-c2ccccc2)c1 | -24% | 4% | 8% | -7% | 15% | -1% | u | 5% | -7
CC(=O)NCCC(=O)Nc1cc(F)ccc1C | 13% | 1% | -27% | 0% | 28% | -3% | 18% | -10% | 3
COc1ccc(N2CCN(C(=O)c3ccc(NS(=O)(=O)c4ccccc4)cc3)CC2)cc1 | -19% | 2% | -16% | 2% | -26% | -17% | u | -9% | -2
N#Cc1c(N(CCO)CCO)nc(N)c2c(N)nc3c(c12)CC(=O)N3CC1CCCO1 (stereo not given) | -17% | 4% | -3% | 0% | -1% | -14% | -2% | -20% | 3
CCOC(=O)C1=C(CSc2nc(C)cc(C)c2C#N)OC(N)=C(C#N)C1c1ccccc1 (stereo not given) | -53% | 0% | -18% | -1% | 9% | -14% | -4% | -10% | 8
O=C(CCn1ccc([N+](=O)[O-])n1)Nc1nccs1 | -24% | -1% | -7% | 2% | 24% | -3% | 0% | 0% | -5
CN(C)C(=O)c1ccc(-c2nc(Nc3ccc(F)cc3)c3ccccc3n2)cc1 | x | x | x | 1% | x | u | u | -9%[60.1 µM] | x
COc1ccccc1CN1CCNC(=O)C1CC(=O)O (stereo not given) | 5% | 7% | 0% | u | u | -12% | -2% | -5% | -1
CCCC1=C(C(=O)OCC)C(/C=C/c2ccccc2)n2ncnc2N1 (stereo not given) | 19% | 7% | 1% | 4% | 17% | -24% | 18% | -6% | -3
CCc1cc(C(=O)N2CCOCC2)c(NC2=NS(=O)(=O)c3ccccc32)s1 | -15% | 0% | -8% | 2% | 6% | -10% | u | -5% | 2
CC(=O)N1CCN(c2nc(N)c(C#N)c(CC#N)c2C#N)CC1 | -10%[11.4 µM] | 28% | -4% | -3% | 5% | -9% | -16% | -25% | 1
Cc1cc(NCc2ccco2)n2ncnc2n1 | -12% | 2% | -14% | -3% | 8% | -5% | -9% | -3% | -11
O=C(COC(=O)Cc1c(Cl)cccc1Cl)NCC1CCCO1 (stereo not given) | -7% | -13% | -1% | 0% | -11% | -6% | 95%[activator] | 0% | -12

# Reformatted: entries from further up.
CCOC(=O)C1=C(CSc2nc(C)cc(C)c2C#N)OC(N)=C(C#N)C1c1ccccc1 (stereo not given)
  RGS4 inhibitor = -53%
  ERG-DNA inh = 0%
  POLH inh = -18%
  APE1 inh = -1%
  Pol beta inh = 9%
  Apoferritin bind = -14%
  12-LOX inh = -4%
  POLK inh = -10%
  LDHA block = 8
O=C(CCn1ccc([N+](=O)[O-])n1)Nc1nccs1
  RGS4 inhibitor = -24%
  ERG-DNA inh = -1%
  POLH inh = -7%
  APE1 inh = 2%
  Pol beta inh = 24%
  Apoferritin bind = -3%
  12-LOX inh = 0%
  POLK inh = 0%
  LDHA block = -5
CN(C)C(=O)c1ccc(-c2nc(Nc3ccc(F)cc3)c3ccccc3n2)cc1
  RGS4 inhibitor = x
  ERG-DNA inh = x
  POLH inh = x
  APE1 inh = 1%
  Pol beta inh = x
  Apoferritin bind = u
  12-LOX inh = u
  POLK inh = -9%[60.1 µM]
  LDHA block = x
COc1ccccc1CN1CCNC(=O)C1CC(=O)O (stereo not given)
  RGS4 inhibitor = 5%
  ERG-DNA inh = 7%
  POLH inh = 0%
  APE1 inh = u
  Pol beta inh = u
  Apoferritin bind = -12%
  12-LOX inh = -2%
  POLK inh = -5%
  LDHA block = -1
